Source: PubChem
SIAE primary: blocks human sialic acid acetylesterase | SIAE FP-Rh probe binding, fluorescence polarization | inhibition, % at 9.66 µM | actives 0.69% (n = 370,000) | AID 1053197;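 active = inhibition above a cutoff: mean of compounds within the control limits plus 3 SD of those, cut at about 17% in these data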;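 note: 0% = plate median of compound wells and 100% = probe without SIAE protein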
Target sequence (Q9HAT2 whole entry, looked up): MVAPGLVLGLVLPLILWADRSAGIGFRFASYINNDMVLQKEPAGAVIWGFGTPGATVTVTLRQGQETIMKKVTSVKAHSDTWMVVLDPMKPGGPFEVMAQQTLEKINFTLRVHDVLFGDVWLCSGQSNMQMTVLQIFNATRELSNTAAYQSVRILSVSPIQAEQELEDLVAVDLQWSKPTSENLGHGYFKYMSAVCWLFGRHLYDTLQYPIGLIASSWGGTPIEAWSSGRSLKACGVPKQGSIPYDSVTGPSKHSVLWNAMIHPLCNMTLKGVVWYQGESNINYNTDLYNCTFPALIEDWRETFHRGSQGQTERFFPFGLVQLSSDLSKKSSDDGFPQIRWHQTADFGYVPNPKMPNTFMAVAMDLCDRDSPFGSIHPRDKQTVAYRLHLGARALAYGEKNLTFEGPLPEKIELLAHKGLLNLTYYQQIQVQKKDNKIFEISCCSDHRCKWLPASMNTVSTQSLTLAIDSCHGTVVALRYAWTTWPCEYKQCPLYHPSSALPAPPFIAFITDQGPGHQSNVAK
ARFGAP1 inhibitor: inhibitors of rat ARFGAP1. actives 0.26% (n = 360,000). Q62848. Arfgap1-stimulated ARF1 GTP hydrolysis, GDP FP detection. inhibition, % at 16.5 µM;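 active = inhibition above a per-plate limit, mean inhibition of low control wells plus 3 SD, cut at about 25% in these data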;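 note: 0% = DMSO wells with enzyme and 100% = wells lacking Arfgap1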
Target sequence (Q62848 1-136 limits assumed): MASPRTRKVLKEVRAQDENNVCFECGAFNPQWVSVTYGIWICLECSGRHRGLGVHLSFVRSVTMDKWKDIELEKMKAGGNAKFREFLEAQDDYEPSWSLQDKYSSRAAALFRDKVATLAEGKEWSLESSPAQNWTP
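system = rat Arfgap1 catalytic domain, aa 1-136 | technique = FP, GDP Alexa 633 tracer displaced from anti-GDP antibody, 620/688 nm | compound = one concentration, 16.5 µM, DMSO 1.26% | medium = HEPES-based buffer, pH 7.5 | timing = compound-enzyme preincubation 20 min, reaction 120 min, detection 60 min, 25 °C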
PLC-gamma1 inh: inhibitors of human phospholipase C gamma1. P19174. actives 0.84% (n = 370,000). purified PLC-gamma1, fluorogenic substrate, fluorescence. inhibition, % at 12.2 µM; in the data active = inhibition above about 9.5%
TDP2 absorb: blocks human TDP2 phosphodiesterase activity; O95551; recombinant TDP2, T5PNP hydrolysis, p-nitrophenol absorbance 415 nm; inhibition, % at 12.8 µM; actives 0.34% (n = 370,000); AID 720702;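 active = inhibition above the mean of all tested compounds plus 3 SD, set per campaign, cut at about 25% in these data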;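 note: 0% = DMSO with enzyme and 100% = buffer with substrate but no TDP2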
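System – recombinant human TDP2 · Amount – 120 nM TDP2 per well · Buffer or medium – Mg2+-containing Tris-HCl buffer, pH 7.5 · Reagent – T5PNP substrate, 5 mM · Dosing – 12.8 µM single point, 1% DMSO · Incubation – 2 h at 37 °C · Measured by – epi absorbance · Read-out basis – percent inhibition · Benchmarks – high control without enzyme, low control DMSO plus TDP2 · Repeats – singlicate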
Tn7 DDE FP: DD(E)-Tn7 binding inhibition, primary FP screen. actives 0.13% (n = 370,000). AID 720508. FP displacement of FITC-Tn7 peptide from fibrin DD(E); 0% = median of compound wells per plate. P02675. inhibition, % at 8.3 µM;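 active = inhibition above the mean of compounds falling within the control limits plus 3 SD of them, cut at about 14% in these data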;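 note: 0% = plate median of compound wells and 100% = 10 µM Aha-Tn7 peptide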
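Assay system: Human clot-derived fibrin DD(E) complex | Buffer or medium: Tris/NaCl/CaCl2 buffer, pH 7.8 | Repeats: One replicate per compound | Benchmarks: Aha-Tn7 high control | Measure: % inhibition scaled between sample-field median and high-control FP | Schedule: 10 min plus 3 h, room temperature | Signal: Fluorescence polarization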
ADAM17 inh: ADAM17 inhibition, QFRET primary screen. actives 0.83% (n = 370,000). inhibition, % at 6.95 µM. recombinant ADAM17, EDANS/DABCYL FRET peptide cleavage. P78536;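 active = inhibition above the mean of compounds lying between control limits plus 3 SD, set per campaign, cut at about 8.5% in these data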;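 note: 0% = DMSO-only wells as the low control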
PLC-beta3 inh: inhibitors of human phospholipase C beta3 | Q01970 | Purified PLC-beta3, fluorogenic substrate, fluorescence | inhibition, % at 12.2 µM | actives 0.18% (n = 370,000) | AID 720704; in the data active = inhibition above about 11%;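 note: 0% = median of compound wells on plate and 100% = full blocker control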
ASAP1 inh: ASAP1 ArfGAP inhibition | inhibition, % at 16.5 µM | actives 0.19% (n = 360,000) | ASAP1-stimulated ARF1 GTP hydrolysis, GDP FP detection; in the data active = inhibition above about 25%;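 note: 0% = vehicle with enzyme and substrate and 100% = no enzyme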
Target sequence (Q9ULH1 325-724 limits assumed): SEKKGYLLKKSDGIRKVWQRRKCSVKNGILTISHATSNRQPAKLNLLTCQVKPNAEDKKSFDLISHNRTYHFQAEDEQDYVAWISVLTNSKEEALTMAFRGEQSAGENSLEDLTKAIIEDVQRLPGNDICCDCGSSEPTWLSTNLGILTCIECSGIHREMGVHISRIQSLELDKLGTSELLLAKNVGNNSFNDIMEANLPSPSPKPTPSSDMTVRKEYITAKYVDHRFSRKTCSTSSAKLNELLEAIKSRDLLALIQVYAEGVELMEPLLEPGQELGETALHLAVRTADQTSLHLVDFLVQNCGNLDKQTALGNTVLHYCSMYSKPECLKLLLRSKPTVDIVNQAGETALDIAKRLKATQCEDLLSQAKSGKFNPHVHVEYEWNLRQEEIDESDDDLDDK
DDE Tn6 FP inh: DD(E)-Tn6 binding inhibition, primary FP screen | P02675 | Fibrin DD(E) TRITC-Tn6 fluorescence polarization displacement | inhibition, % at 8.3 µM | actives 0.21% (n = 370,000) | AID 720509;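 active = inhibition above a per-campaign cutoff: mean of compounds within control limits plus 3 SD, cut at about 15% in these data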;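 note: 0% = median of all compound wells on the plate and 100% = blocking peptide control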
ADAM10 inh: inhibitors of human ADAM10 | O14672 | recombinant ADAM10, EDANS/DABCYL FRET peptide cleavage, 3 h | inhibition, % at 7 µM | actives 0.62% (n = 370,000) | AID 720582;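 active = inhibition above a per-campaign cutoff equal to the mean of compounds falling between control-based bounds plus 3 SD, cut at about 20% in these data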;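 note: 0% = DMSO wells while the 100% control is not disclosed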
The depositor's hits bear a star; i = inactive. An unsorted share of the library. About 3.6% of those tested had a hit in this group.

Start of the listing, in advance (2 entries):
Compound,SIAE primary,ARFGAP1 inhibitor,PLC-gamma1 inh,TDP2 absorb,Tn7 DDE FP,ADAM17 inh,PLC-beta3 inh,ASAP1 inh,DDE Tn6 FP inh,ADAM10 inh
COc1ccc(S(=O)(=O)Nc2ccc3c(c2)N(C(C)=O)CCC3)cc1OC,-3,4,-2,8,-6,-2,1,4,2,-7
CC1CC1c1ccc(/C=C(\C#N)C(=O)Nc2cccc(Cl)c2Cl)o1 (configuration not stated),-2,-1,-17,-6,-1,-2,-14,4,0,-7

This part in full, repeating the preview:
Compound,SIAE primary,ARFGAP1 inhibitor,PLC-gamma1 inh,TDP2 absorb,Tn7 DDE FP,ADAM17 inh,PLC-beta3 inh,ASAP1 inh,DDE Tn6 FP inh,ADAM10 inh
COc1ccc(S(=O)(=O)Nc2ccc3c(c2)N(C(C)=O)CCC3)cc1OC,-3,4,-2,8,-6,-2,1,4,2,-7
CC1CC1c1ccc(/C=C(\C#N)C(=O)Nc2cccc(Cl)c2Cl)o1 (configuration not stated),-2,-1,-17,-6,-1,-2,-14,4,0,-7
Cc1nn(C)c(C)c1S(=O)(=O)N1CCC(C(=O)NC2CCCc3ccccc32)CC1 (configuration not stated),-2,6,2,-7,-2,-2,1,15,-6,-8
COc1ccc(C(=O)CCC(=O)N2CCN(c3cc(C)ccc3C)CC2)cc1,1,-5,-2,-6,2,0,-1,-6,3,2
CC(=O)NCCc1ccc(S(=O)(=O)Nc2ccc(C)c(S(=O)(=O)N3CCOCC3)c2)cc1,5,-2,1,2,4,-1,-4,2,0,-1
CCOc1ccccc1NC(=O)N1CCCN(c2ncccc2C#N)CC1,6,4,-11,8,-3,-20,-20,11,-3,-52
CSc1ccc(CNC(=O)CCn2ccc3cc(S(=O)(=O)N4CCCC4)ccc32)cc1,4,0,5,-2,0,-5,-6,-3,2,-4
O=C(NCC1CCCN1S(=O)(=O)c1cccs1)c1ccccc1 (configuration not stated),-2,-4,-2,11,-7,-1,-5,8,1,-6
CCN1C(=S)N[C@@H](c2ccccc2)C(C(=O)OC)=C1C,1,8,-2,0,1,-1,-2,-1,-3,-1
COc1cccc(OCCNC(=O)c2ccc(C)cc2)c1,2,13,-7,-2,1,0,-2,-8,-4,-7
COc1ccc(NC(=O)Cc2c(Sc3ccccc3)c3ccccc3n2C)cc1,-4,9,3,-9,-2,2,0,12,8,5
N/C(=N\S(=O)(=O)c1cc(C(F)(F)F)cc(C(F)(F)F)c1)c1ccc(Cl)cc1,-12,1,0,2,-3,9.7*,-6,-1,6,23*
COc1ccc(-c2csc(N3CCSCC3)n2)cc1,4,6,3,10,-1,3,-3,12,0,6
COc1ccc(N2CCN(C(=O)CCc3c[nH]c4ccccc34)CC2)cc1,10,-9,1,3,-4,3,0,1,-2,15
COCC(=O)Nc1nc(-c2ccc([N+](=O)[O-])cc2)cs1,5,10,1,3,0,1,4,3,-1,-3
CC(=O)N1CCN(Cc2nc3cc(NC(=O)Nc4ccccc4)ccc3n2C)CC1,-2,5,1,4,4,-1,0,-10,1,0
CC(=O)N/N=C(\C)c1ccc(Br)cc1Br,-1,-1,-2,5,-4,1,-1,-8,0,-1
Cc1noc(C)c1S(=O)(=O)Nc1ccc(C(=O)Nc2ccc(OC(F)(F)F)cc2)cc1,-19,9,1,10,6,1,-6,-1,-7,13
COc1cc(Nc2nc(SCC#N)nc3ccccc23)cc(OC)c1OC,6,4,0,8,-3,0,1,5,-2,-3
Cc1ccccc1CN1CCN(CC(=O)NCc2ccccn2)C1=O,4,7,0,6,0,-5,-3,-4,1,-12
Cc1cc(C)cc(C(=O)NCC(=O)NNC(=O)CSc2ccccc2F)c1,4,0,-2,-1,8,-1,0,-22,6,-2
COC(=O)c1ccc2c(c1O)C(=O)c1ccccc1C2=O,6,-9,-2,-1,4,-1,-4,11,3,4
Cc1ccc(OCC(=O)NCCCNC(=O)c2ccccn2)cc1,-6,2,-2,5,6,1,-3,11,-5,1
Cn1cnnc1SC1CCCCC1NS(=O)(=O)c1ccccc1 (configuration not stated),-5,-1,0,-4,1,1,-1,-1,-2,4
CCONC(=O)Nc1ccccc1[N+](=O)[O-],4,11,2,9,-3,4,2,2,2,14
CC(=O)c1ccc(OCC(=O)N(C2CCCCC2)C2CCS(=O)(=O)C2)cc1 (configuration not stated),6,10,5,9,0,-3,3,-5,1,-7
COc1ccccc1CNC(=O)C(C)n1nc(C)c2c(C)n(-c3ccccc3)nc2c1=O (configuration not stated),-3,1,1,-10,1,-5,3,6,3,-1
Cc1c(CCO)c(=O)[nH]n1S(=O)(=O)c1ccc([N+](=O)[O-])cc1,6,7,1,-3,3,-4,-6,-13,-2,2
Cc1sc(NC(=O)Nc2ccccc2)c(C(N)=O)c1C,-1,8,-1,4,-2,-5,-7,9,-6,-4
CCC(C)(C)n1nnnc1C(c1ccc(OC)c(OC)c1)N1CCN(c2ccccc2)CC1 (configuration not stated),2,-6,4,-12,-5,1,3,-3,6,13

(further entries)
Compound,SIAE primary,ARFGAP1 inhibitor,PLC-gamma1 inh,TDP2 absorb,Tn7 DDE FP,ADAM17 inh,PLC-beta3 inh,ASAP1 inh,DDE Tn6 FP inh,ADAM10 inh
CC(C)(C)c1cc(OC(=O)C2CCCC2)ccc1O,0,-7,0,5,0,1,-4,6,0,10
CC(C)n1c(SCC(=O)N2CCN(C(=O)c3ccco3)CC2)nc2c1c(=O)n(C)c(=O)n2C,0,10,2,0,-6,-2,4,-5,-5,5
[O-][n+]1c2c(nn1-c1ccc(Cl)c(Cl)c1)-c1nonc1CC2,-4,15,0,-2,-1,-6,1,6,2,-4
CC(Oc1ccc(C(=O)c2ccccc2)cc1)C(=O)N1CCOCC1 (configuration not stated),-3,-11,-2,-5,2,-7,-7,3,9,4
COc1ccc(-n2c(-c3ccco3)nc3c(cnn3-c3ccc(C)cc3)c2=O)cc1,-5,-6,0,2,4,1,-5,-11,0,5
CCCCNC(=O)C(=O)NC(C)CCc1ccccc1 (configuration not stated),-3,-10,2,-12,-1,-1,1,-1,1,3
CC(C)N1CCC(N2CCN(Cc3cccnc3)CC2CCO)CC1 (configuration not stated),-3,9,1,4,8,-2,-6,16,1,-1
Cc1oc(-c2ccccc2F)nc1CS(=O)(=O)CC(=O)N1CCN(c2ccccc2)CC1,-1,0,5,-3,1,0,-1,1,0,-2
C/C(=N\NC(=O)c1cc(C(C)C)[nH]n1)c1ccco1,10,9,2,3,8,-1,-3,-4,-1,-4
CCCCN(C=O)c1c(CC)nc2c(OCCOc3ccc(F)cc3)cccn12,-1,4,-5,-1,-4,2,-1,10,2,-1
CCCCCN(C(=O)CCC(=O)OCC(=O)N(CC#N)c1ccccc1)c1c(N)n(CCCC)c(=O)[nH]c1=O,-1,-4,-1,8,-3,1,1,15,0,5
C=CCNC(=O)Cn1nnc(-c2ccc(-c3ccc(OC)cc3)cc2)n1,1,4,1,8,6,-3,-7,12,2,-4
N#Cc1ccc(C(=O)Nc2ccc(S(=O)(=O)NC3=NCCCCC3)cc2)cc1,-5,-6,0,-1,-8,2,0,-8,4,-13
CN(C)C(=O)CSc1nc(-c2ccccc2)c(-c2ccccc2)o1,-1,7,-1,2,-3,-3,-7,1,2,-27
CCOC(=O)CC(=O)CSc1nc2ccc(C)cc2cc1C#N,-10,-8,-107,-5,-2,-5,-99,8,-9,-3
COC(=O)CCC(=O)NC1CC(C)(C)Cc2c1cnn2-c1ccc(F)cc1 (configuration not stated),12,0,0,8,-4,0,-2,-6,-2,-1
Cc1noc(C)c1C(=O)Nc1sc(C)c(-c2ccccc2)c1C#N,-5,-17,-3,5,1,-5,-1,1,0,-8
Cc1ccc(S(=O)(=O)NCC(=O)OC(C)C(=O)NC(=O)NC2CCCCC2)cc1C (configuration not stated),-1,-16,0,1,-1,0,-7,-13,0,0
Cc1[nH]c2ccccc2c1C(=O)C(=O)NCc1ccncc1,4,4,4,-24,-8,0,2,2,-2,-1
NC(=O)CC(NC(=O)Cc1ccc(Cl)cc1)c1ccc(NCC2CC2)c([N+](=O)[O-])c1 (configuration not stated),2,-6,1,15,-2,-1,1,6,2,6
O=C(CCNc1ccc(F)cc1)c1cccc([N+](=O)[O-])c1,6,-4,2,-5,2,2,4,5,1,7
CCc1cccc2c(C(=O)CN3C(=O)NC4(CCc5ccccc54)C3=O)c[nH]c12 (configuration not stated),-9,0,1,-3,-1,2,-5,-3,-3,6
COc1cccc(-c2noc(Cn3nc(C(=O)O)c4ccccc4c3=O)n2)c1,-2,9,-5,-13,-1,-1,-5,2,-3,2
CC(=O)Oc1cccc(/C=C2\Sc3ccccc3C2=O)c1,1,-5,-11,11,-1,0,-20,4,-4,4
Cc1sc2ncnc(NCC(c3ccccc3)N(C)C)c2c1C (configuration not stated),-5,0,3,-9,-2,-1,-2,-3,-10,8
COc1ccc(NC(=O)C(Cc2ccccc2)NC(=O)c2ccco2)cc1OC (configuration not stated),1,7,-2,3,3,-4,1,12,7,-6
Cc1nn(C)cc1CNC(=O)c1cccc(F)c1,4,2,4,-5,4,-2,4,-2,6,7
Cc1cccc(C)c1OCC(=O)N(Cc1cccs1)C1CCS(=O)(=O)C1 (configuration not stated),-6,1,-4,-3,6,-3,-9,8,-8,-3
CCn1c(=O)c2c(nc3n2CC(C)CN3CCc2ccccc2)n(C)c1=O (configuration not stated),11,-4,1,1,4,2,1,-6,7,4
Cc1ccc2[nH]c(=O)c3cc(C(=O)NCCN4CCN(C)CC4)sc3c2c1,-6,-12,-164,3,2,-292,-226,9,3,i

(more compounds)
Compound,SIAE primary,ARFGAP1 inhibitor,PLC-gamma1 inh,TDP2 absorb,Tn7 DDE FP,ADAM17 inh,PLC-beta3 inh,ASAP1 inh,DDE Tn6 FP inh,ADAM10 inh
O=C1CSC(c2ccccc2)N1c1ccc(F)cc1F (configuration not stated),4,-1,5,-8,-5,0,4,14,3,2
CC#CC(=O)NC1CCCN(C2Cc3ccccc3C2)C1 (configuration not stated),0,7,-1,0,0,-2,-4,19,4,-6
Cc1ccc(NC(=O)CSc2nnc(-c3cc(C)on3)o2)cc1,16,6,-2,6,-5,-3,-4,-6,-1,-3
COc1ccc(C2=NS(=O)(=O)N(C)C(C(=O)NC3CCCC3)=C2)cc1OC,-4,-7,-20,9,4,3,-28,-13,4,-8
CCOC(=O)c1ccc(-n2c(CCC(=O)O)ccc2-c2cccs2)cc1,4,2,-13,6,6,-3,-21,15,-2,-3
Cc1nnc(SCC(=O)N2CCN(c3ccccc3)CC2)n(N)c1=O,8,-5,3,-2,5,-1,-32,2,3,10
